# ADAM17 inh – inhibits human ADAM17; P78536; recombinant ADAM17, EDANS/DABCYL FRET peptide cleavage; inhibition, % at 6.95 µM; 0.83% of 370,000 active; AID 720648;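 active = inhibition above the mean of compounds lying between control limits plus 3 SD, set per campaign, cut at about 8.5% in these data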;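 note: 0% = DMSO-only wells as the low control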
# NR1D1 modulator – Rev-erb alpha (human) modulation | 0.79% of 370,000 active | activity, % at 10 µM | P20393 | Rev-erbα–FITC-DNA binding, fluorescence polarization, 90 min | AID 1259318;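 active = activity above about 14%, limit read from the data; passing the limit was not always enough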;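 note: 0% = DMSO wells with 35 nM protein and 100% = DMSO wells with 750 nM protein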
# PLC-gamma1 inh – blocks human PLC-gamma1 enzyme activity | P19174 | AID 720700 | inhibition, % at 12.2 µM | 0.84% of 370,000 active | purified PLC-gamma1, fluorogenic substrate, fluorescence; in the data active = inhibition above about 9.5%
# SMARCA2 act – activators of SMARCA2 function; 1% of 370,000 active; MG213 cells, MMTV-luciferase reporter, dexamethasone, overnight; activation, % at 9.1 µM; AID 652017; in the data active = activation above about 7.8%;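 note: 0% = vehicle wells and 100% = reference activator wells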
# PLCb3 inh – PLC-beta3 (human) inhibition, primary screen; Purified PLC-beta3, fluorogenic substrate, fluorescence; inhibition, % at 12.2 µM; 0.18% of 370,000 active; in the data active = inhibition above about 11%;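 note: 0% = median of compound wells on plate and 100% = full blocker control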
# Target sequence (Q01970 whole entry, looked up): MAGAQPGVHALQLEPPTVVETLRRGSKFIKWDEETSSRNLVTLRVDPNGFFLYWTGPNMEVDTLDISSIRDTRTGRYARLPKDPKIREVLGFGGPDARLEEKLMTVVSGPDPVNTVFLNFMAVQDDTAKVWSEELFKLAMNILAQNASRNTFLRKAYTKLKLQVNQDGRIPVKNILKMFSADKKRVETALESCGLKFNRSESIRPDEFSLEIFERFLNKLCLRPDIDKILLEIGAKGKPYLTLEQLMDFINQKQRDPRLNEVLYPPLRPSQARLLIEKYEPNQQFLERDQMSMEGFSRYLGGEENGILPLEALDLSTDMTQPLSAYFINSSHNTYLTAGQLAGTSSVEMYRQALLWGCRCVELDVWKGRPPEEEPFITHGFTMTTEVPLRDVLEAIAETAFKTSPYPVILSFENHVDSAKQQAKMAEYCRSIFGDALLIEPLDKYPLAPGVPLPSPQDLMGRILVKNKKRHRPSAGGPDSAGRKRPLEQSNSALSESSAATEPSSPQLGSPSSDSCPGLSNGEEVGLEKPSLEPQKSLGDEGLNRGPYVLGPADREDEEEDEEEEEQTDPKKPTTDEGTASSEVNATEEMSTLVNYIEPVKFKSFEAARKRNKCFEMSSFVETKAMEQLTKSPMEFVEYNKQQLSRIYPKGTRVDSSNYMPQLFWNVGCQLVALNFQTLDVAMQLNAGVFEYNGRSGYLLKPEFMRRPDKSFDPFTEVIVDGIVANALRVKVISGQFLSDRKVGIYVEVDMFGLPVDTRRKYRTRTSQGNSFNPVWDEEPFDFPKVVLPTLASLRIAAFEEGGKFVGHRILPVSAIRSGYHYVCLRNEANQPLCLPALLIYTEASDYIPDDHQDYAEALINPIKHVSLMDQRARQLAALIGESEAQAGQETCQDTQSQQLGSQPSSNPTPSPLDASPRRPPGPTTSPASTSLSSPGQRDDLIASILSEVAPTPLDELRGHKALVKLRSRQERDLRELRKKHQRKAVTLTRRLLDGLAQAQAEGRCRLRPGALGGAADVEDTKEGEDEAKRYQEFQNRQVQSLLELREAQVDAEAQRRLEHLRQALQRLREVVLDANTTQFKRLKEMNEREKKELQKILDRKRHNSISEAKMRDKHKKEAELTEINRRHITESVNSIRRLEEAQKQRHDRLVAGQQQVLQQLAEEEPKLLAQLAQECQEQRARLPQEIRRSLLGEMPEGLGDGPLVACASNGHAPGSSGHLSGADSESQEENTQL
# ssDAF-12 act – S. stercoralis DAF-12 activation, primary screen; 1% of 370,000 active; activation, % at 6.8 µM; AID 652126; HEK293 ssDAF-12/GRIP1 lit1-tk-luc reporter, luminescence; % of 3 µM dafachronic acid response;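 active = activation above the mean over all tested compounds plus 3 SD, cut at about 0.9% in these data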;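 note: 0% = DMSO-only wells and 100% = 3 µM delta7-dafachronic acid wells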
# MBD2 DNA inh – MBD2-methylated oligo binding inhibition; 0.31% of 370,000 active; TR-FRET, MBD2 binding to methylated oligonucleotide; inhibition, % at 4.4 µM; AID 686964; Q9UBB5; in the data active = inhibition above about 13%
# hgDAF12 agonist – activates the H. glycines DAF-12 receptor ligand-binding domain | HEK293 GAL4-hgDAF12 UAS-luciferase reporter, agonist luminescence; normalized to butyrate control | activation, % at 6.8 µM | 1.8% of 370,000 active | AID 687014;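 active = activation above a cutoff set at the mean of all screened compounds plus 3 SD, cut at about 10% in these data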;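 note: 0% = DMSO wells and 100% = sodium butyrate wells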
# DAX1 inh-1 – NR0B1 (DAX1) inhibition. HEK293 Gal4-DAX1 luciferase reporter, luminescence. P51843. inhibition, % at 6.75 µM. AID 504766. 0.99% of 340,000 active;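 active = inhibition above the mean over all tested compounds plus 3 SD, cut at about 4.2% in these data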;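 note: 0% = DAX1-transfected cells with DMSO and 100% = empty-vector control cells with DMSO; inhibition shows as a rise in luminescence from relieved DAX1 repression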
# hcDAF-12 act – activates DAF-12 receptor from parasite H. contortus; HEK293 hcDAF-12 lit1-tk-luc reporter, luminescence; 0% DMSO, 100% Δ7-dafachronic acid; activation, % at 6.8 µM; 1.4% of 370,000 active;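 active = activation above the mean of all tested compounds plus 3 SD, cut at about 5.5% in these data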;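 note: 100% = response to 3 µM Δ7-dafachronic acid high control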
# DAX1 inh-2 – blocks DAX1 repression of SF-1 activated StAR promoter; inhibition, % at 6.8 µM; HEK293T StAR-luciferase reporter, SF-1/DAX-1 repression relief; AID 652010; 1.1% of 370,000 active;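 active = inhibition above the mean over all tested compounds plus 3 SD, cut at about 3.6% in these data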;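 note: 0% = DAX-1 cells with DMSO and 100% = cells lacking DAX-1 with DMSO; higher inhibition means more luminescence from relief of DAX-1 repression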
# Starred values were filed as active, the others as inactive; i = inactive; x = no result given; & = joins results of further samples.
SMILES,ADAM17 inh,NR1D1 modulator,PLC-gamma1 inh,SMARCA2 act,PLCb3 inh,ssDAF-12 act,MBD2 DNA inh,hgDAF12 agonist,DAX1 inh-1,hcDAF-12 act,DAX1 inh-2
COc1ccc(CC(N)c2csc(NC(=O)Cc3ccccc3)n2)cc1 (stereo unspecified),-2,3,3,-1,2,-1.3,-1,1.2,x,-2.6,0.6
COCCCn1c(=S)[nH]c2ncccc2c1=O,-1,-3,-1,-2,1,-0.9,0,0.9,-0.4,-1.6,-0.2
CCOC(=O)C1=C(C)NC(=O)NC1c1ccc(OCC(=O)N2CCCCC2)cc1 (stereo unspecified),-4,-2,1,-1,-10,-1.0,1,-0.5,-0.1,-0.1,-0.2
O=C(C1CCC(N2C(=O)C3CC=CCC3C2=O)CC1)N1CCCCC1 (stereo unspecified),-3,2,4,2,2,-1.7,-1,-0.6,-0.1,-0.6,0.5
CCCCOc1ccc(C2C(C(=O)c3cccs3)=C(O)C(=O)N2CCN2CCOCC2)cc1 (stereo unspecified),-2,4,-1,-2,-11,-0.6,5,1.8,1.9,0.2,0.0
COc1ccc(C(=O)N/C(=C\c2ccccc2)C(=O)Nc2cccc(C(=O)O)c2)cc1,1,-7,1,2,-7,-1.2,-1,0.9,1.9,-0.2,0.3
CCn1c2ccccc2c2cc(NC(=O)COC(=O)c3cc(F)cc(F)c3)ccc21,-1,3,-2,0,0,-0.5,5,0.6,x,-1.5,0.6
Cc1cccc2cc(COC(=O)C3CCCO3)c(=O)[nH]c12 (stereo unspecified),-11,-5,-47,0,-2,-1.1,7,1.9,2.5,0.0,0.8
COC(=O)c1c(NC(=O)c2ccc(C)cc2)sc(Cc2ccccc2)c1C,-2,6,-2,4,-4,-0.9,2,-0.2,-0.1,0.2,0.3
COc1ccc(CCC(C)NC(=O)Cc2ccc(OC)c(OC)c2)c(OC)c1 (stereo unspecified),-2,-1,2,-1,2,-1.7,4,-4.1,-0.8,-3.4,-0.9
NC(=O)CC(NC(=O)c1ccc(Br)cc1)c1ccc(N2CCC(Cc3ccccc3)CC2)c([N+](=O)[O-])c1 (stereo unspecified),8,7,7,-3,4,-1.3,1,3.6,0.8,-2.7,-1.6
COc1cccc(CNC(=O)COc2ccc(C(=O)c3ccccc3)cc2)c1,2,5,-4,-3,-11,-1.3,-1,1.2,-0.3,-0.8,-0.6
O=C(O)C1CCN(c2ccccc2[N+](=O)[O-])CC1,-6,4,-1,-2,-6,-1.7,6,1.4,0.5,0.7,-1.1
NN1C(=O)c2cccc3c(C(=O)O)ccc(c23)C1=O,3,1,2,2,6,-1.0,-10,0.4,0.4,-2.1,0.2
Cc1ccc2c(C)c(C(=O)Nc3c(C)n(C)n(-c4ccccc4)c3=O)oc2c1,-3,-2,-1,0,3,-1.1,-4,2.0,-1.3,-0.5,0.6
CCn1cc(C(=O)O)c(=O)c2cc(F)c(N3CCN(C(=S)NC(=O)c4ccc(Br)cc4)CC3)cc21,-14,-9,-11,-1,-13,-1.3,4,-0.5,x,-0.5,0.0
CC(OC(=O)CCN=C1NS(=O)(=O)c2ccccc21)C(=O)Nc1ccc(S(N)(=O)=O)cc1 (stereo unspecified),-4,-7,2,-2,-4,-0.5,-5,0.1,0.3,-0.1,-0.6
CC(=O)N1CCc2cc(S(=O)(=O)NC(Cc3ccccc3)C(=O)Nc3cc(C)ccn3)ccc21 (stereo unspecified),1,8,0,5,1,-1.4,-7,-1.1,0.4,-1.7,0.0
CCO/N=C/C1=C(O)C(C(=O)OC)C(C)(C)CC1=O (stereo unspecified),-1,-1,1,0,-3,-1.8,-7,-1.6,1.1,-0.7,0.8
Cc1ccc(CN2CCS(=O)(=O)CC2)o1,-1,1,1,-3,-2,-1.1,6,-0.5,1.2,-1.6,-0.2
COc1ccc(CCNC(=O)C(=O)NCC2CCNCC2)cc1OC,2,1,-2,6,-7,-1.7,-6,0.9,1.6,0.2,0.0
Cc1cc(F)ccc1C(O)c1ncc(-c2cccc(OCc3ccccc3)c2)[nH]1 (stereo unspecified),9.7*,5,0,1,3,-0.9,1,-0.2,x,0.8,-0.6
O=S(=O)(c1ccc(Br)cc1)N1CCN(Cc2ccco2)CC1,-5,-2,0,-1,-6,-1.6,2,-0.9,0.6,-1.7,-2.0
CC(Oc1ccc2c(-c3ccccc3)cc(=O)oc2c1)C(=O)N1CCOCC1 (stereo unspecified),-2,-2,-14,0,-20,-0.9,3,-0.9,0.8,-1.2,-0.3
Cc1cccc(CN2CCN(Cc3nc4c(s3)CCCC4)CC2CCO)n1 (stereo unspecified),-1,-1,-4,-3,-1,-1.0,3,0.8,1.2,1.2,1.4
FC(c1nc2ccccc2[nH]1)C(F)(F)F (stereo unspecified),-2,-4,2,-4,-6,-1.4,-3,5.1,1.6,-1.0,0.1
CN(C)c1ccc(C2N(C(=O)N3CCOCC3)CCN2S(=O)(=O)c2ccccc2)cc1 (stereo unspecified),-1,-3,3,-2,2,-1.0,3,-1.8,0.3,0.9,-0.4
CNCCCC12CCC(c3ccccc31)c1ccccc12,-2&4&-3,9&-3&-7&-2,4&1&4,-1&-2&-3,0&-2&3,-0.9&-0.7&-0.8,-1&-1&1,2.9&-0.6&3.3,0.4&-1.0&0.1,0.5&1.6&3.6,-0.5&-0.3&-0.4
O=C(O)c1ccccc1Sc1c([N+](=O)[O-])cc(C(F)(F)F)cc1[N+](=O)[O-],-2,-3,2,-3,-2,-0.7,-5,-0.6,-0.8,0.2,-0.3
CCCc1ccc2oc(C(=O)N3CCNC(=O)C3CC(=O)OC)c(C)c2c1 (stereo unspecified),-3,1,-1,0,-5,-0.9,1,1.4,0.6,-0.8,0.0

# The final 3 records of the section before open the next one.
SMILES,ADAM17 inh,NR1D1 modulator,PLC-gamma1 inh,SMARCA2 act,PLCb3 inh,ssDAF-12 act,MBD2 DNA inh,hgDAF12 agonist,DAX1 inh-1,hcDAF-12 act,DAX1 inh-2
CNCCCC12CCC(c3ccccc31)c1ccccc12,-2&4&-3,9&-3&-7&-2,4&1&4,-1&-2&-3,0&-2&3,-0.9&-0.7&-0.8,-1&-1&1,2.9&-0.6&3.3,0.4&-1.0&0.1,0.5&1.6&3.6,-0.5&-0.3&-0.4
O=C(O)c1ccccc1Sc1c([N+](=O)[O-])cc(C(F)(F)F)cc1[N+](=O)[O-],-2,-3,2,-3,-2,-0.7,-5,-0.6,-0.8,0.2,-0.3
CCCc1ccc2oc(C(=O)N3CCNC(=O)C3CC(=O)OC)c(C)c2c1 (stereo unspecified),-3,1,-1,0,-5,-0.9,1,1.4,0.6,-0.8,0.0
CCNC(=O)C(=O)Nc1ccc2c(c1)N(S(=O)(=O)c1cccs1)CCC2,-10,2,3,0,-8,-1.1,1,-1.0,-0.8,-2.6,1.7
CCCc1cc(-c2[nH]ncc2-c2ccc3c(c2)OCCCO3)c(O)cc1OC,10*,0,-2,-2,-1,-1.8,0,-0.5,x,-0.9,0.2
CC(OC(=O)C1CCCO1)C(=O)NC1CCCC1 (stereo unspecified),-6,-2,-2,1,0,-1.9,6,0.0,0.4,-1.6,-0.6
C=CCSc1ccccc1C(=O)Nc1ncn[nH]1,-5,-2,0,-3,1,-0.6,-1,0.6,0.2,2.1,0.2
COc1ccc(Br)c(/C=N/NC(=O)COc2ccc(-c3ccccc3)cc2)c1,-5,-3,-4,-1,0,-1.3,5,0.1,0.0,1.1,0.2
CCNC(=S)NNC(=O)CSc1nnc(-c2ccccc2)n1-c1ccc(Cl)cc1,-2,-5,0,-2,2,-1.4,-5,-0.5,x,-3.6,-0.7
COCCn1c(N)c(NCc2ccccc2)c(=O)[nH]c1=O,-20,-1,-14,-2,-23,-2.0,5,-1.6,2.1,-0.2,-0.3
O=C(NC1CCCc2ccccc21)C1CCN(S(=O)(=O)c2ccccc2F)CC1 (stereo unspecified),-2,-4,-1,-3,1,-1.6,-1,-2.3,-1.0,-0.4,-0.6
COc1ccc(-c2ccc(CN3C(C)C(=O)N(Cc4cn(CC5CCCCC5)nn4)CCS3(=O)=O)cc2)cc1 (stereo unspecified),4,-9,0,-6,0,0.2,1,-1.0,-2.9,-0.6,-0.4
CCCCc1ccc(N=N/C(C(=O)Nc2ccccc2OC)=C(/C)O)cc1,0,-5,3,2,2,-1.0,-4,-0.2,0.0,1.0,-0.7
COc1cc2ccnc(C=NO)c2cc1OC,-259,4,-101,-4,-135,-1.0,7,8.2,0.7,-1.2,-0.9
O=C(CC1OC(=O)c2ccccc21)Nc1cc(Cl)ccc1N1CCCC1 (stereo unspecified),-1,-17,0,0,-8,0.5,-5,4.8,0.0,1.6,0.6
COc1ccc(-c2cc([C@H]3[C@@H]4C=CCC[C@@]4(C)C(=O)N3Cc3ccccc3)ccc2F)cc1OC,2,0,0,1,-2,-1.6,-2,-1.6,-0.2,-3.7,-1.1
Cn1cnc(S(=O)(=O)N2CCCCC2c2cc(C(=O)Nc3cccc(C#N)c3)no2)c1 (stereo unspecified),0,-5,1,-1,0,-1.2,-5,-0.8,x,-2.1,1.1
CCC(C)N1CC(=O)N2Cc3[nH]c4ccccc4c3C[C@H]2C1=O (stereo partly specified),-1,2,2,1,-5,-0.9,-7,-2.2,0.0,1.0,0.4
CCC(=O)Nc1c(S(=O)(=O)c2ccc(C)cc2)c2nc3ccccc3nc2n1C(C)c1ccccc1 (stereo unspecified),-64,4,-50,-2,-60,-0.7,-3,-0.3,0.5,-1.7,-0.1
CC1(C(=O)OCC(=O)Nc2nnc(-c3ccccc3)o2)CC1(Cl)Cl (stereo unspecified),0,-5,-3,-2,-5,-0.4,-6,-0.5,1.5,0.6,0.4
O=C(NC1CCN(Cc2ccccc2)CC1)c1ccccc1NS(=O)(=O)c1ccc(F)cc1,-16,-2,-13,-1,-11,-0.6,0,0.0,0.6,-0.6,-0.8
COc1ccccc1C(=O)Nc1ccccc1C(=O)NCc1ccco1,0,-5,-4,-2,-7,-0.7,0,-2.5,-0.7,-1.2,-2.1
C#CCNC(=O)c1cc2cccnc2nc1N,i,3,-345,3,-414,-0.8,-1,-2.7,x,-0.5,0.5
CCOC(=O)c1ccc(NC(=O)c2cccc(C)c2[N+](=O)[O-])cc1,4,3,3,0,4,-1.2,0,3.4,-1.4,-2.7,-0.9
Cc1cccc(N2CCN(Cc3cnc(Cl)s3)CC2C)c1 (stereo unspecified),-2,0,1,-4,-8,-1.9,3,-1.3,0.1,0.1,-0.9
O=C(COc1ccc(S(=O)(=O)N2CCOCC2)cc1)NCCc1ccccc1,-5,6,0,-1,-10,-0.8,3,-0.8,1.3,0.3,-1.1
COC(=O)CNC(=O)c1ccccc1F,-1,1,3,-3,3,-1.1,3,0.1,0.4,-0.9,0.7
COc1ccc(C(=O)NCC2CCCO2)cc1OC (stereo unspecified),-1,5,-122,-2,-5,-0.7,2,1.8,1.4,0.5,-0.1
C=CCn1c(SCc2nc3sc(C(=O)O)c(C)c3c(=O)[nH]2)nnc1-c1ccc(C(C)(C)C)cc1,-4,0,-10,-2,-18,-0.8,6,-1.7,0.9,1.7,-0.7
COc1cccc(-c2nn(-c3ccccc3)cc2/C=C\C(=O)c2cccs2)c1,1,-4,-48,2,-75,-1.5,0,-1.9,-1.2,-0.8,-1.4

# Source: PubChem (several laboratories)
